Compound activity as filed in PubChem.
HTR1E agonist: agonists of human 5-HT1E serotonin receptor; P28566; CHO 5-HT1E Ga15 NFAT-bla reporter, FRET; 0% DMSO wells, 100% control agonist wells; activation, % at 6 µM; 0.69% of 65,000 active; AID 574;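 active means activation above a set limit, the screen-wide mean activation plus 3 SD, cut at about 8.5% in these data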;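 further: 100% = positive control agonist at 1 µM giving full maximal response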
Target sequence (P28566 whole entry, looked up): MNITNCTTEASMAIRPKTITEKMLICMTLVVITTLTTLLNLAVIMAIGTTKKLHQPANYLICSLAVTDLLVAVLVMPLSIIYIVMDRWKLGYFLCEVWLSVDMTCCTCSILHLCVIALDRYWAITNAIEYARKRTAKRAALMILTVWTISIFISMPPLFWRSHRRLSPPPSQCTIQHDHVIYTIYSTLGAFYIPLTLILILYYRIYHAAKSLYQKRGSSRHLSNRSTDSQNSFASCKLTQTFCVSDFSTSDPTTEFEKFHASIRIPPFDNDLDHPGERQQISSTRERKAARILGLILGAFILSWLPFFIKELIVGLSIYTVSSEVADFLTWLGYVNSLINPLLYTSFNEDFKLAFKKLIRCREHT
M1 ag: M1 muscarinic receptor agonism; CHO-M1 cells, Fluo-4 calcium fluorescence, agonist mode; active compounds read high; B-score at 10 µM; 3% of 64,000 active; AID 626;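 active means fluorescence rise, raw or as B-score row- and column-corrected plate score, outside the 99.7% band of its plate's samples, either direction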
S1P3 agonist: agonists of human S1P3 receptor. S1P3 NFAT-BLA reporter cells, agonism, FRET ratio; relative to 1 µM S1P, basal subtracted. 0.1% of 60,000 active. AID 373. Q99500. activation, % at 4.5 µM;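 active means activation above the screen-wide mean plus 3 SD, cut at about 4.5% in these data, passing the limit was not always enough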; further: some compounds called inactive have numbers as strong as hits
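Benchmarks: high control 1 µM S1P / System: stable CHO line with human S1P3, Gα16, NFAT-BLA reporter / Dosing: single compound concentration, 4.5 µM final / Timing: 4 h compound at 37 °C, 2 h substrate at RT / Measured by: FRET β-lactamase substrate fluorescence, excitation 405 nm, 460/535 nm emission ratio, background-subtracted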
HTR1A agonist: activates the human 5-HT1a serotonin receptor; P08908; CHO 5-HT1a Ga15 NFAT-bla reporter, FRET ratio; 0% basal, 100% maximal reference agonist; activation, % at 10 µM; 0.56% of 65,000 active; AID 567;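 active means activation above the screen-wide mean activation plus 3 SD, cut at about 19% in these data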;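 further: 0% = DMSO wells and 100% = 5-CT at EC100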
M1 antag: antagonists of rat M1 muscarinic receptor. P08482. CHO-M1 cells, Fluo-4 calcium, ACh EC80 antagonist mode; active compounds read low. B-score at 10 µM. 3.4% of 64,000 active. AID 628;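 active means calcium fluorescence response, raw or row-and-column corrected B-score, differing from the plate sample mean either way at a set confidence level, mostly lower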
Target sequence (P08482 whole entry, looked up): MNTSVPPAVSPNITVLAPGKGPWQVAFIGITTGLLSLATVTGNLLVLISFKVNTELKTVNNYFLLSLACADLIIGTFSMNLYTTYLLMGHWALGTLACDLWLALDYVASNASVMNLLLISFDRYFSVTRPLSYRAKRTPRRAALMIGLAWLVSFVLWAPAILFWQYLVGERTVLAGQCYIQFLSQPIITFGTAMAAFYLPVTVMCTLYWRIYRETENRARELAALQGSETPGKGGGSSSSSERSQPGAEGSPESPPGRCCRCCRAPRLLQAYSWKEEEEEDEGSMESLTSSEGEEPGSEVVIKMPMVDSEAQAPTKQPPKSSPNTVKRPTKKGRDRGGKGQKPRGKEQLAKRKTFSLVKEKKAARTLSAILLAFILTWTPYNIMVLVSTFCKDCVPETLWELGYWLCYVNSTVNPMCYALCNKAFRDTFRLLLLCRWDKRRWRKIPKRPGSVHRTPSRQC
5HT1E antag: 5-HT1E (human) receptor antagonism; P28566; CHO 5-HT1E Ga15 NFAT-bla reporter, FRET, antagonist; inhibition, % at 6 µM; 0.99% of 65,000 active;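 active means inhibition above a set limit, the mean inhibition across every tested compound plus 3 SD, cut at about 29% in these data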;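 further: signal is the 460 over 535 nm emission ratio of beta-lactamase substrate; 0% = agonist plus DMSO wells and 100% = wells without agonist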
S1P1 ag-PAM: activates or potentiates agonism at human S1P1 receptor; 0.57% of 56,000 active; AID 449; P21453; S1P1 CRE-bla cells, forskolin, beta-lactamase FRET, potentiator mode; S1P1 agonist co-added at EC20, 2 nM; 100% = saturating reference agonist, 0% = basal; activation, % at 9.5 µM;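 active means activation above a cutoff set at the mean activation of all tested compounds plus 3 SD, cut at about 54% in these data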;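 further: forskolin at 4 µM as EC80 and the EC20 agonist is SEW2871; 100% = SEW2871 at its EC100 plus forskolin at EC80; some compounds past the cut are filed as inactive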
Jurkat viability: cytotoxicity toward Jurkat cells; Jurkat E6.1 viability, ATP luminescence, 48 h; inhibition, % at 4 µM; 1.2% of 56,000 active;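 active means inhibition above the mean inhibition of all tested compounds plus 3 SD, cut at about 28% in these data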
5-HT1A blocker: antagonists of human 5-HT1a serotonin receptor. P08908. CHO 5-HT1a Ga15 NFAT-bla reporter, antagonist mode. inhibition, % at 10 µM. 0.68% of 62,000 active;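 active means inhibition above the mean of all tested compounds plus 3 SD, cut at about 43% in these data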;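 further: receptor stimulated by 5-CT agonist at 100 nM near EC80; beta-lactamase reporter measured by ratiometric fluorescence of a cleavable substrate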
Starred values were filed as active, the others as inactive; . = not tested or not shown.

molecule	5HT1E antag	S1P3 agonist	Jurkat viability	M1 antag	S1P1 ag-PAM	5-HT1A blocker	HTR1A agonist	M1 ag	HTR1E agonist
O=C(c1cc(-c2cccs2)on1)N1CCc2ccccc2C1	-7	-0.1	1	0.12	-25	29	-0.7	-0.25	-0.4
COc1ccccc1-c1nc2n(n1)C(c1ccc(Cl)cc1)C(C(N)=O)=C(C)N2 (configuration not stated)	1	-0.2	8	-0.076	0	7	-0.9	-0.19	-0.7
Cn1c(=O)oc2cc(S(=O)(=O)NCCC(=O)NCCc3ccccc3)ccc21	-3	-0.3	1	-0.0046	-5	1	-2.4	-0.37	0.0
CC(=O)c1c(N2CCN(Cc3ccc4c(c3)OCO4)CC2)nc(=S)n(-c2ccccc2)c1C	-2	-0.9	8	0.066	13	-2	-0.6	-0.21	-0.2
O=C(C1CC1)N1CCc2cc(Br)cc(S(=O)(=O)NCc3ccccn3)c21	-2	.	.	0.38	.	10	-1.1	0.6	-0.9
CCOC(=O)C1=C(C)Nc2ncnn2C1c1ccc2c(c1)OCO2 (configuration not stated)	-10	0.1	-6	0.066	7	-6	-3.5	0.86	-0.7
NC(=O)COc1ccc2c3c(c(=O)oc2c1)CCCCC3	-8	-1.3	-5	-0.053	.	7	0.7	-0.43	0.8
COc1ccccc1CNC(=O)[C@@H]1CCCN1C(=O)C1CCN(S(=O)(=O)c2ccc(C)cc2)CC1	2	0.2	11	.	-2	9	-1.3	.	-0.3
CCOC(=O)C(C)(C)C(=O)C(C)(C)C(O)c1ccccn1 (configuration not stated)	-6	0.4	3	0.027	-6	10	-4.5	0.038	-1.4
CCOC(=O)N1CCC(n2c(SCC(=O)Nc3nccs3)nc3ccsc3c2=O)CC1	-5	.	.	0.53	.	-1	0.8	-0.76	0.5
Cn1c(CN2CCOCC2)c(C#N)c2ccccc21	10	-1.5	-8	-0.39	11	4	-0.9	-0.17	0.6
Cn1nccc1C(=O)Nn1cnnc1	4	-0.4	-5	-0.53	-5	-2	-1.6	-0.046	0.5
CC1(C)CC(=O)CC(=Nc2ccc3[nH]c(=O)[nH]c3c2)C1	-14	-0.5	1	0.43	-17	-15	-2.6	-0.34	0.0
Nn1c(SCc2csc(-c3ccccc3)n2)nnc1-c1cccs1	6	-0.8	-5	0.36	-5	21	-4.5	0.32	-0.8
COC(=O)C1C(=O)C2=C(CC1C)NC(C)=C(C(=O)OC1CCCCC1)C2c1ccc(N(C)C)cc1 (configuration not stated)	6	.	.	-0.11	.	2	0.4	-0.25	-0.8
COc1cccc(-n2ccnc2SCC(=O)Nc2nccs2)c1	3	-0.4	3	-0.012	7	-2	-0.5	1.2	0.6
O=C(c1ccco1)N1C2C=CC(C2)C1(C(F)(F)F)C(F)(F)F (configuration not stated)	1	0.3	6	-0.23	-26	-3	-2.9	-0.69	-0.6
COc1ccc(-c2cc(C(F)(F)F)nc(N3CCCCCC3)n2)cc1	-10	.	.	0.23	.	-7	2.7	4.6*	0.8
COc1ccc(-c2nnc(SCC(=O)NC(C)c3ccccc3)o2)cc1OC (configuration not stated)	-8	-1.0	2	-0.81	-8	8	-0.3	-0.05	0.7
Cc1onc(-c2ccccc2)c1C(=O)NCc1ccccn1	0	-0.1	4	0.48	.	-3	-0.1	1.2	1.2
COC(=O)c1nnn(-c2nonc2N)c1CN1CCc2ccccc21	-4	-0.6	0	0.053	.	6	-0.9	-0.15	1.0
CC1=C(C#N)C(c2cccnc2)C2=C(CC(C)(C)CC2=O)N1 (configuration not stated)	-4	0.5	-6	.	-27	-26	2.1	.	0.1
Cc1cc(O)ccc1-c1cnc2ccccc2n1	-3	-3.1	.	-0.082	-17	.	-0.1	0.64	0.4
Cc1ccc(/C(O)=C2\C(=O)C(=O)N(CC(C)O)C2c2ccc(N(C)C)cc2)cc1 (configuration not stated)	-5	-0.6	0	0.012	-14	1	-3.1	-0.46	0.1
CCOC(=O)c1sc(NC(=O)CCSC)nc1C	5	-2.2	5	-1	17	6	2.9	0.48	-1.2

Some of these compounds in order of SMILES length, highest first.
molecule	5HT1E antag	S1P3 agonist	Jurkat viability	M1 antag	S1P1 ag-PAM	5-HT1A blocker	HTR1A agonist	M1 ag	HTR1E agonist
CCOC(=O)C1=C(C)Nc2ncnn2C1c1ccc2c(c1)OCO2 (configuration not stated)	-10	0.1	-6	0.066	7	-6	-3.5	0.86	-0.7
O=C(c1cc(-c2cccs2)on1)N1CCc2ccccc2C1	-7	-0.1	1	0.12	-25	29	-0.7	-0.25	-0.4
Cn1c(CN2CCOCC2)c(C#N)c2ccccc21	10	-1.5	-8	-0.39	11	4	-0.9	-0.17	0.6

Next section:
molecule	5HT1E antag	S1P3 agonist	Jurkat viability	M1 antag	S1P1 ag-PAM	5-HT1A blocker	HTR1A agonist	M1 ag	HTR1E agonist
CCCCn1c(SCC(=O)N2CCCCC2)nc2cc(S(N)(=O)=O)ccc21	1	-1.2	8	0.79	22	18	-2.2	-0.51	-0.4
CCOC(=O)C(O)(CCC(O)(C(=O)OCC)C(=O)OCC)C(=O)OCC	-21	-2.1	1	0.59	-25	4	-0.6	-0.55	-1.5
COc1ccc(N2CCN(Cc3nc4c(c(=O)n(C)c(=O)n4C)n3CCc3ccccc3)CC2)cc1	-3	-1.2	-4	-0.35	-1	5	-3.6	-0.052	0.6
CCOc1cc(N2CCOCC2)c(OCC)cc1NC(=O)Cc1cn2ccsc2n1	-4	-0.1	0	-0.85	-13	-1	-0.8	0.043	-0.5
CCN(C(=O)CN1CCCc2ccccc21)c1c(N)n(Cc2ccccc2)c(=O)[nH]c1=O	-19	-0.2	-3	0.91	-5	1	-2.9	0.009	-1.9
Cn1c(CCNC(=O)c2cccs2)nnc1SCC(=O)N1CCN(c2ccccc2)CC1	6	-0.5	11	-0.73	.	-10	-4.4	0.29	-0.6
CCOc1ccccc1C(=O)Nc1nnc(CC)s1	9	-2.5	-3	-0.36	-30	-3	2.8	-0.17	0.2
CCOC(=O)c1ccc(NC(=O)CCNc2c(N3CCCC3)c(=O)c2=O)cc1	-4	0.4	1	0.38	-13	-2	-0.9	-0.48	0.8
Cc1cccc(-c2cc3nc4c(c(N5CCC6(CC5)OCCO6)n3n2)CCCC4)c1	15	-0.4	3	0.035	-11	8	-3.4	0.17	-0.2
CCC(=O)c1ccc(OCC(=O)Nc2nn3cnnc3s2)cc1	-8	.	.	-0.042	.	-8	0.9	0.6	0.3
O=C(c1nc2nc(-c3ccccc3)cc(C(F)(F)F)n2n1)N1CCCCC1	7	-1.3	16	-0.62	-6	-9	-0.5	-0.37	1.1
CCOC(=O)CSc1nc(C)c(C(=O)OCC)s1	3	-1.0	2	0.025	.	-13	-0.3	0.73	-0.4
N#CCCN(CCC#N)c1nncs1	-2	-0.8	4	-0.14	0	5	-2.5	-0.13	-1.0
c1ccn2c(c1)nc1c2nc2ccccn21	-6	1.0	-2	0.15	.	-6	5.5	0.64	1.2
O=C(CCN1C(=O)c2ccccc2C1=O)Nc1ccccn1	2	0.1	-8	0.032	6	2	2.2	0.93	-0.1
COC(=O)C1C2C=CC3(CN(c4ccc(Cl)c(F)c4)C(=O)C13)O2 (configuration not stated)	-9	-0.5	-11	0.076	-7	-6	-2.8	-0.74	-0.6
O=S(=O)(c1ccccc1)c1nc(-c2cccs2)oc1NCC1CCCO1 (configuration not stated)	-6	-0.9	13	0.1	-8	6	-0.9	-0.53	-0.6
O=C(c1ccc2c(c1)OCO2)N(c1ccc(F)cc1)C1C=CS(=O)(=O)C1 (configuration not stated)	-1	-1.5	3	0.5	-9	2	1.2	0.76	-0.2
Cc1cccc(-n2c(Cc3ccccc3)nnc2SCC(=O)N2CCOCC2)c1	-2	1.0	2	.	13	1	-0.9	.	-0.9
Nc1ccccc1-c1nnc(SCc2ccccc2F)[nH]c1=O	-10	0.0	6	1.5	11	-2	-3.5	-0.23	-1.2
CCC(C)n1c(=O)c(C(=O)Nc2ccccc2S(N)(=O)=O)c(O)c2ccccc21 (configuration not stated)	3	-0.8	-1	0.46	48	-8	-1.9	-0.036	-1.0
CCn1c2ccccc2c2nnc(SCc3cc(=O)n4ccsc4n3)nc21	27	.	.	0.16	.	-10	3.4	-0.54	-0.3
Cc1noc(C)c1S(=O)(=O)N1CCC(C(=O)NCCC2=CCCCC2)CC1	-6	.	.	0.84	.	1	0.3	-1.9	0.2
Nc1nnc(SCC(=O)NCc2ccc3c(c2)OCO3)s1	-10	0.1	-6	0.8	1	-16	2.8	0.16	0.4
CC(C)C1Cc2c(sc3c2c(=O)n(-c2ccccc2)c2nncn32)CO1 (configuration not stated)	-5	-0.9	.	0.068	9	.	0.5	-0.13	-0.8

Next results.
molecule	5HT1E antag	S1P3 agonist	Jurkat viability	M1 antag	S1P1 ag-PAM	5-HT1A blocker	HTR1A agonist	M1 ag	HTR1E agonist
Cc1cn(C2CC3OCC3O2)c(=O)[nH]c1=O (configuration not stated)	-5	-1.0	-2	-0.37	.	-10	0.3	-0.12	0.6
CCOC(=O)N1CCC(N2C(=O)c3ccccc3C2Nc2cc(C(=O)OC)cc(C(=O)OC)c2)CC1 (configuration not stated)	6	-1.3	11	-2.8*	-14	29	-0.3	-0.12	-0.4
CCCCCn1c(SCCN2CCOCC2)nc2c1c(=O)[nH]c(=O)n2C	9	-0.7	1	-0.45	14	3	-1.2	-0.88	-0.5
CC(C)(C)n1ncc2c(=O)n(CC(=O)NCc3ccccc3Cl)cnc21	1	-2.0	4	-0.2	-13	-3	-1.1	0.065	0.7
COc1cc(OC)cc(C(=O)N2CCC(n3c(C)nc4cc(F)ccc43)CC2)c1	4	-0.5	1	-0.54	-9	0	0.9	0.4	0.7
CC(=O)Nc1ccc(C2(O)COc3ccccc3O2)cc1 (configuration not stated)	2	.	.	-0.048	.	-12	-1.1	-0.028	-0.1
O=S1(=O)CC(O)C(Nc2ccccc2Cl)C1 (configuration not stated)	3	-0.6	4	-0.83	-30	-14	-2.4	0.24	-0.1
Cc1onc(-c2c(Cl)cccc2Cl)c1C(=O)NCCCN1CCOCC1	-11	0.0	8	0.36	-13	-6	-5.5	0.22	-0.6
CCC(C)(C(=O)NC1CCCC1)N(Cc1cccs1)C(=O)Cc1cccs1 (configuration not stated)	8	.	.	0.27	.	59*	0.4	1.1	-1.4
CCC1CCCCN1CCCNC(=O)C1CCC(=O)N1Cc1ccc(C)cc1 (configuration not stated)	5	0.0	0	-0.69	-8	-22	-0.9	-0.039	-0.4
COC(=O)c1ccc2c(=O)n(CC3CCCO3)c(=S)[nH]c2c1 (configuration not stated)	-5	-0.6	4	-0.029	-12	0	66*	-0.82	0.0
CCn1c(Cc2ccc(OC)cc2)nnc1SCC(=O)NC1CCCCC1	3	-0.5	-1	1	9	-7	1.1	-0.65	0.3
COc1ccc(C2N(C(=O)CN3CCOCC3)CCN2S(=O)(=O)c2ccccc2)cc1 (configuration not stated)	5	-0.6	1	0.24	-13	-5	-0.2	0.026	-0.3
Nc1nc2n(n1)C(c1ccc(Cl)cc1)CC(c1ccc(F)cc1)N2 (configuration not stated)	-2	-0.1	-2	-0.41	-14	-2	-1.2	-0.063	0.4
O=C(O)c1cnc2ccccc2n1	1	1.5	1	0.025	-10	1	-2.4	-0.0017	-0.6
CCCCN(C)C(=O)CCCCn1c(=O)[nH]c2cc(OCC)c(OCC)cc2c1=O	2	0.4	3	-0.066	-12	-13	-0.7	2.1	0.5
COC(=O)c1c(NC(=O)c2nc3ccccc3s2)sc2c1CCN(C(C)=O)C2	6	0.1	5	0.32	-20	5	0.9	0.58	0.4
